D1 antagonist – blocks dopamine activation of the human D1 receptor; activity change, negative = inhibition, % at 10 µM; HEK293 TREx D1 cells, calcium flux, dopamine EC80; hits give low values; actives 3.2% (n = 360,000); AID 504652; P21728; in the data active means activity change below about -30%; further: on the % scale 0 is the no-effect control and ±100 the full control effect
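Inducible Hek293 Trex D1 cells (tetracycline, overnight, 30 C). Calcium dye 30–90 min RT. Antagonist mode: EC80 dopamine added after 180 s compound read.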
TRHR enhancer – allosterically enhances the human TRH receptor; P34981; TRHR cells, fluo-8 calcium fluorescence, EC20 TRH enhancement; enhancement, % at 2 µM; actives 0.66% (n = 360,000); in the data active means enhancement above about 30%; further: 0% is about no effect
Target sequence (P34981 whole entry, looked up): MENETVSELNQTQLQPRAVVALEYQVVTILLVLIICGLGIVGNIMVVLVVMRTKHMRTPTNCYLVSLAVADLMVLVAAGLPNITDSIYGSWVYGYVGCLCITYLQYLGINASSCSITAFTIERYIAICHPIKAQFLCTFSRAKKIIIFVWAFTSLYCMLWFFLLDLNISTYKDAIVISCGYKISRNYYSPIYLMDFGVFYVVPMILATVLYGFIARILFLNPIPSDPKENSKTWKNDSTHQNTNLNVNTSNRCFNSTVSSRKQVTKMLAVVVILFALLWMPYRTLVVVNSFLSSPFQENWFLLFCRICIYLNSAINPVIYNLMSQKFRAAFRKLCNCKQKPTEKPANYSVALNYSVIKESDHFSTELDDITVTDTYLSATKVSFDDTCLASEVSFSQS
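TRHR-expressing cells loaded with fluo-8 calcium dye were read kinetically (ex 480/em 530) during compound addition, then stimulated with an EC20 of TRH (10 nM final). Enhancement of the Gq-mediated intracellular calcium response was scored.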
D2 antagonist – antagonists of human D2 dopamine receptor; P14416; HEK293 TREx D2 cells, calcium flux, dopamine EC80; inhibition, % at 10 µM; actives 2% (n = 340,000); AID 485344; in the data active means inhibition above about 30%; further: 0% is about no effect
Target sequence (P14416 whole entry, looked up): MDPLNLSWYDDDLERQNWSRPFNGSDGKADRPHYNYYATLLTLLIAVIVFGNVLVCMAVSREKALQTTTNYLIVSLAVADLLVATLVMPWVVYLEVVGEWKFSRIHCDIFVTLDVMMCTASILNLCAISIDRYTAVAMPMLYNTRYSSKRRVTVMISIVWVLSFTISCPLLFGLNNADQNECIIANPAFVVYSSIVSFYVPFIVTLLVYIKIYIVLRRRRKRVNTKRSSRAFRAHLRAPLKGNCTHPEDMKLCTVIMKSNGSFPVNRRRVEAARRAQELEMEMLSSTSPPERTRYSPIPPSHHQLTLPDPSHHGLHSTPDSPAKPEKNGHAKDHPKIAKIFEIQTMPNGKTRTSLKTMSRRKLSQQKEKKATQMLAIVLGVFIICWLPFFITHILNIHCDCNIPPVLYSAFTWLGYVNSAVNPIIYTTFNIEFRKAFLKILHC
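Cells plated overnight at 30 C with tetracycline; no-wash calcium dye, 30–90 min RT; 10 s baseline; compound pinned; 180 s read; EC80 dopamine added; another 180 s read.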
D1 potentiator – potentiators of human D1 dopamine receptor; P21728; potentiation, % at 10 µM; actives 0.036% (n = 360,000); HEK293 TREx D1 cells, calcium flux, dopamine EC20 potentiation; AID 504651; in the data active means potentiation above about 30%; further: 0% is about no effect
D1 agonist – activates the human D1 dopamine receptor; P21728; HEK293 T-REx D1 cells, calcium flux, agonist mode; activation, % at 2 µM; actives 1% (n = 360,000); AID 504660; further: 0% is about no effect
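Tetracycline-induced HEK293 TREx D1 cells, force-coupled to calcium signalling, were dye-loaded with a no-wash calcium kit. Compound was pin-added after a 10 s baseline. Fluorescence was read kinetically at 1 cycle/s for 180 s, with calcium rises flagged as agonism.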
TRHR ag – agonists of human TRH receptor; P34981; actives 0.18% (n = 360,000); TRHR cells, calcium flux fluo-8, FDSS agonist mode; activation, % at 2 µM; further: 0% is about no effect
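Steps: seed TRHR cells overnight; add fluo-8 no-wash Ca dye, RT 30 min–1.5 h; record 10 s baseline; pin-transfer compounds; monitor fluorescence 1 cycle/s for the agonist window. Calcium increases flag candidate agonists.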
RXFP1 antag – antagonists of human relaxin receptor RXFP1. actives 0.59% (n = 350,000). activity change, negative = inhibition, % at 57.5 µM. HEK293-RXFP1, relaxin-stimulated cAMP HTRF, 30 min; hits give low values. Q9HBX9;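 active means activity change of -60% or lower, but not beyond a set lower limit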; further: on the % scale 0 is the no-effect control and ±100 the full control effect
D2 agonist – agonists of human D2 dopamine receptor; AID 485358; HEK293 T-REx D2 cells, calcium flux agonist mode; P14416; activation, % at 2 µM; actives 0.53% (n = 340,000);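 active means activation over 3 SD above normal in the single-dose calcium agonist read, cut at about 30% in these data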; further: 0% is about no effect
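Agonism is scored from calcium flux in a force-coupled, inducible HEK293 cell line expressing D2, read kinetically for 180 s after compound addition against dopamine controls.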
D2 PAM – D2 dopamine receptor (human) potentiation; HEK293 T-REx D2, calcium flux, EC20 dopamine potentiation; potentiation, % at 10 µM; actives 0.34% (n = 340,000); AID 485347;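 active means potentiation over 3 SD above the plate norm, cut at about 30% in these data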; further: 0% is about no effect
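Potentiation of an EC20 dopamine calcium response measured kinetically over 180 s, after a preceding 180 s compound-only read flagging agonists. Cells: inducible Hek293 Trex D2 line, 4000/well, cultured overnight at 30 C before dye loading.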
Starred values were filed as active, the others as inactive; nt = no result given. Unless noted, no stated cut-off is given here; in the data, active means activation above about 30%; inactive means the rest.

cpd	SMILES	D1 antagonist	TRHR enhancer	D2 antagonist	D1 potentiator	D1 agonist
1	COc1ccc(-c2nnc(NC(=O)c3ccc(S(=O)(=O)N4CCc5ccccc5C4)cc3)o2)cc1	-3	21	-6	4	3
2	CN1CCN(CCn2c(=S)[nH]c3ccccc3c2=O)CC1	30	3	-11	-5	2
3	COc1ccc(CNCc2ccc3ccccc3c2)c(OC)c1	-20	10	18	-4	34*
4	CC1CN(C(NC(=O)c2ccccc2)C(Cl)(Cl)Cl)CC(C)O1 (stereo not drawn)	-11	7	19	0	1
5	c1ccn2cc(-c3ccc4c(c3)OCCO4)nc2c1	-21	-1	7	-1	1
6	CCCCNC(=O)c1ccc(-n2c(=S)[nH]c3ccccc3c2=O)cc1	-19	-3	0	-10	3
7	CCCCC(=O)Nc1c(-c2ccc(OC)c(OC)c2)c(=O)c2ccccc2n1C	-3	-4	-7	4	4
8	N#CC1=C(N)Oc2cc(O)ccc2C1c1cccnc1 (stereo not drawn)	-3	7	-8	-7	2
9	OCCNCCCCOc1ccc(OCc2ccccc2)cc1	-31*	14	0	-14	46*
10	O=C(Cc1ccccc1)N[C@H](c1ccccc1)P(=O)(O)CO	0	12	-9	-2	1

cpd	TRHR ag	RXFP1 antag	D2 agonist	D2 PAM
1	-0.5	-12	-0.6	-2
2	0.3	-5	0.2	-6
3	0.7	-12	0.6	-24
4	-0.2	-3	0.6	nt
5	-2.4	-8	-0.2	2
6	1.1	-81*	0.8	-9
7	0.2	-1	-1.2	6
8	0.1	-20	-2.3	18
9	1.0	-19	2.7	-4
10	0.7	-5	1.2	2

Continued.
cpd	SMILES	D1 antagonist	TRHR enhancer	D2 antagonist	D1 potentiator	D1 agonist
11	COc1ccccc1N(C(=O)c1ccco1)C(C(=O)NC1CCCCC1)c1cc(OC)c(OC)c(OC)c1 (stereo not drawn)	-1	-6	-8	-2	3
12	CCC(=O)NCCc1cc2ccc(C)c(C)c2[nH]c1=O	-5	0	8	0	0
13	Fc1ccc(COc2ccc(-c3nnco3)cc2)c(Cl)c1	4	13	25	-4	5
14	CCOC(=O)c1ccc(NC(=O)c2c(Cl)cc(C)nc2C)cc1	-10	2	-4	-3	8
15	CC(NC(=O)Cc1cccs1)C(c1cccs1)N1CCOCC1 (stereo not drawn)	7	2	1	6	-2
16	N=c1c2c3c(sc2ncn1CCCN1CCOCC1)CCCCC3	11	-4	12	-1	3
17	Cc1ccc(C(=O)/C=C/Nc2ccc3c(c2)OCO3)cc1	44	-6	16	-2	3
18	Cc1ccccc1C(=O)Nc1ccc(OCc2cc(=O)n3cccc(C)c3n2)cc1	-17	3	nt	-2	2
19	CCOCCCn1c(=N)c(C(N)=S)cc2c(=O)n3cccc(C)c3nc21	45	4	-1	12	-4
20	CCOC(=O)c1ccccc1NC(=O)Cn1cc(C(=O)c2cccc(OC)c2)c(=O)c2ccc(C)nc21	11	0	nt	-3	1

cpd	TRHR ag	RXFP1 antag	D2 agonist	D2 PAM
11	0.0	-2	-1.7	3
12	-0.2	nt	1.0	9
13	-0.8	-20	-1.5	21
14	-0.1	5	0.3	-7
15	0.3	1	0.3	24
16	0.9	3	0.6	3
17	0.0	-20	0.6	-15
18	0.5	-5	0.8	9
19	-1.1	17	-1.6	3
20	0.2	-4	0.3	0

Other entries follow:
cpd	SMILES	D1 antagonist	TRHR enhancer	D2 antagonist	D1 potentiator	D1 agonist
21	CN(C(=O)COC(=O)c1cccc(S(=O)(=O)N(C)c2ccccc2)c1)C1CCCCC1	-8	0	9	-3	5
22	CCOc1ccc(NC(=O)CCN2C(=S)NC(C)(C)CC2C)cc1 (stereo not drawn)	20	-3	-13	0	1
23	O=C(NCCc1ccc(Cl)cc1)c1cnc2sc(N3CCCCC3)nn2c1=O	7	1	nt	3	0
24	C=CCOc1ccc(C(=O)/C=C2/C(=O)Nc3ccccc32)cc1	-10	1	23	-7	1
25	Cn1c(Cc2ccccc2)nnc1SCC(=O)c1ccc(Br)s1	-4	6	-6	1	0
26	COc1ccc(/C=N/NC(=O)c2ccc(CSc3nc(C)cc(C)n3)cc2)c(OC)c1OC	-9	-1	-13	-4	2
27	Cc1ccc(-c2csc(N(C)C(=O)c3c(C)nn(-c4ccccc4)c3Cl)n2)cc1	-13	6	1	-6	5
28	CCCCOC(=O)C(C)Sc1n[nH]c(=O)[nH]c1=O (stereo not drawn)	-8	-5	20	-3	-1
29	O=C(c1cccc(Cl)c1)N1CCN(Cc2ccccc2F)CC1	-1	2	-5	-4	0
30	CC(C)N=C1NN=C(c2ccc(Cl)c(Cl)c2)CS1	12	-7	5	-3	2

cpd	TRHR ag	RXFP1 antag	D2 agonist	D2 PAM
21	-1.1	1	0.4	-3
22	-1.0	-25	0.3	-3
23	0.0	6	0.1	-2
24	0.8	-22	1.3	10
25	-0.1	-6	1.5	nt
26	0.0	9	-1.3	-1
27	-1.3	7	0.8	3
28	0.3	-7	0.2	26
29	0.6	2	-0.2	-4
30	-0.8	-17	-0.2	-5

(list continues)
cpd	SMILES	D1 antagonist	TRHR enhancer	D2 antagonist	D1 potentiator	D1 agonist
31	Cc1cc(C)c(S(=O)(=O)NCC(c2ccc3c(c2)OCO3)N2CCOCC2)c(C)c1 (stereo not drawn)	18	1	12	2	3
32	CCc1cc(C(=O)O)c(NC(=O)c2cc(OC)c(OC)c(OC)c2)s1	-13	2	-1	-5	2
33	Cc1ccc(-n2cc(CNCCc3ncc(C)[nH]3)c(-c3ccc(F)cc3)n2)cc1	22	2	-8	-2	5
34	NC(=O)C1CCN(C(=O)CSc2nc3c(c(-c4ccccc4)n2)CCCC3)CC1	-18	10	-16	1	3
35	COc1ccc(C(=O)N2CCN(Cc3ccccc3C)CC2)cc1OC	8	0	11	-9	1
36	O=C(Cc1ccc(F)cc1)OCn1nnc2ccccc2c1=O	0	-14	-1	3	0
37	CCCCC(c1nnnn1CS(=O)(=O)c1ccc(C)cc1)N1CCN(c2ccccc2)CC1 (stereo not drawn)	9	16	-3	2	3
38	C=CCn1c(SCn2nnc3ccccc3c2=O)nnc1-c1ccc(Br)cc1	3	-4	-10	1	1
39	O=C(Nc1cc(=O)[nH]c2ncnn12)c1ccc(Cl)cc1Cl	-7	5	-5	-8	1
40	CN(C)C(=O)Nc1ccc(F)cc1F	-2	0	-1	1	0

cpd	TRHR ag	RXFP1 antag	D2 agonist	D2 PAM
31	0.0	12	0.3	4
32	0.4	-12	0.9	nt
33	0.1	-14	-0.5	-12
34	0.1	7	0.5	9
35	0.6	4	0.3	0
36	-0.1	-28	-0.2	4
37	0.7	-8	0.4	7
38	-0.6	-17	-1.8	36*
39	0.1	1	0.6	-2
40	0.1	-3	0.2	3

Ten entries from above in another layout:
Results follow in this order: D1 antagonist | TRHR enhancer | D2 antagonist | D1 potentiator | D1 agonist | TRHR ag | RXFP1 antag | D2 agonist | D2 PAM
[31] Cc1cc(C)c(S(=O)(=O)NCC(c2ccc3c(c2)OCO3)N2CCOCC2)c(C)c1 (stereo not drawn)
 : 18 | 1 | 12 | 2 | 3 | 0.0 | 12 | 0.3 | 4
[32] CCc1cc(C(=O)O)c(NC(=O)c2cc(OC)c(OC)c(OC)c2)s1
 : -13 | 2 | -1 | -5 | 2 | 0.4 | -12 | 0.9 | nt
[33] Cc1ccc(-n2cc(CNCCc3ncc(C)[nH]3)c(-c3ccc(F)cc3)n2)cc1
 : 22 | 2 | -8 | -2 | 5 | 0.1 | -14 | -0.5 | -12
[34] NC(=O)C1CCN(C(=O)CSc2nc3c(c(-c4ccccc4)n2)CCCC3)CC1
 : -18 | 10 | -16 | 1 | 3 | 0.1 | 7 | 0.5 | 9
[35] COc1ccc(C(=O)N2CCN(Cc3ccccc3C)CC2)cc1OC
 : 8 | 0 | 11 | -9 | 1 | 0.6 | 4 | 0.3 | 0
[36] O=C(Cc1ccc(F)cc1)OCn1nnc2ccccc2c1=O
 : 0 | -14 | -1 | 3 | 0 | -0.1 | -28 | -0.2 | 4
[37] CCCCC(c1nnnn1CS(=O)(=O)c1ccc(C)cc1)N1CCN(c2ccccc2)CC1 (stereo not drawn)
 : 9 | 16 | -3 | 2 | 3 | 0.7 | -8 | 0.4 | 7
[38] C=CCn1c(SCn2nnc3ccccc3c2=O)nnc1-c1ccc(Br)cc1
 : 3 | -4 | -10 | 1 | 1 | -0.6 | -17 | -1.8 | 36*
[39] O=C(Nc1cc(=O)[nH]c2ncnn12)c1ccc(Cl)cc1Cl
 : -7 | 5 | -5 | -8 | 1 | 0.1 | 1 | 0.6 | -2
[40] CN(C)C(=O)Nc1ccc(F)cc1F
 : -2 | 0 | -1 | 1 | 0 | 0.1 | -3 | 0.2 | 3

Further structures.
cpd	SMILES	D1 antagonist	TRHR enhancer	D2 antagonist	D1 potentiator	D1 agonist
41	COc1cc(C)ccc1OCC(=O)Nc1ccc2c(c1)OCO2	1	-10	18	nt	17
42	CCOC(OCC)c1cn(Cc2ccc(C(=O)c3ccccc3)cc2)nn1	-16	10	14	-3	1
43	COc1cccc(/C=C2/CN(C)CC3=C2OC(N)=C(C#N)C3c2cccc(OC)c2)c1 (stereo not drawn)	3	6	-21	-4	2
44	O=C(Nc1ccc2nc(-c3cccs3)[nH]c2c1)c1cccs1	-5	1	3	-2	0
45	Cc1ccc(C(=O)/C=C/c2ccccc2[N+](=O)[O-])cc1	1	-4	-3	-16	1
46	CC1CCN(C(=O)c2cc(S(=O)(=O)N3CCOCC3)ccc2N2CCCC2)CC1	-10	-5	0	-6	1
47	N#Cc1ccccc1OCC(=O)Nc1cccc(S(=O)(=O)N2CCCC2)c1	-15	5	-20	-3	5
48	O=C(c1ccco1)N1CCN(c2cccc(Cl)c2)CC1	3	0	1	8	4
49	CC12COC3(C(=O)Nc4ccc(Cl)cn4)CC1CCC32C (stereo not drawn)	29	1	-4	6	1
50	O=C(c1cc2ccccc2o1)N1CCOCC1	-6	23	2	-1	1

cpd	TRHR ag	RXFP1 antag	D2 agonist	D2 PAM
41	0.0	-7	0.0	4
42	-0.6	nt	0.2	-8
43	0.9	-5	1.1	-3
44	-0.6	-4	-0.5	19
45	-1.9	-38	-1.0	-5
46	-0.6	10	0.5	-9
47	0.4	-3	-0.1	-8
48	-0.9	18	-0.3	-1
49	1.0	-3	0.2	-3
50	0.7	-16	0.0	-13

Going on with the list:
cpd	SMILES	D1 antagonist	TRHR enhancer	D2 antagonist	D1 potentiator	D1 agonist
51	CC(C)(C)c1ccc(OCC(O)CS(=O)(=O)c2ccccn2)cc1 (stereo not drawn)	-1	7	6	4	18
52	CC1(C)Oc2ccc(C(=O)N3CCOCC3)cc2N(CC(=O)Nc2ccccc2)C1=O	7	-8	nt	-7	1
53	COc1ccc(C(C(O)C(=O)c2c[nH]c3ccccc23)N2CCN(c3ccccc3)CC2)cc1 (stereo not drawn)	-16	1	-9	-9	19
54	Cc1csc(NC(=O)CCc2c(C)nc3cc(-c4ccc(Cl)cc4)nn3c2C)n1	-19	6	-13	-6	1
55	CC(C)OCCCNC(=O)C1CCC(CNS(=O)(=O)c2cccc3nsnc23)CC1 (stereo not drawn)	-15	-2	10	-3	1

cpd	TRHR ag	RXFP1 antag	D2 agonist	D2 PAM
51	-0.5	-27	0.4	13
52	1.2	-8	nt	-5
53	3.1	-10	3.8	-3
54	1.5	nt	0.5	4
55	0.0	nt	0.5	1

Assay outcomes as filed in PubChem BioAssay.
